# BLM helicase inh = qHTS Assay for Inhibitors of Bloom's syndrome helicase (BLM) | RecQ-like DNA helicase BLM (Homo sapiens), P54132 | recombinant BLM DNA unwinding, fluorescence dequenching | Potency, µM (series often up to 56.1 µM), without a hit: at the top dose activity change, negative = inhibition, actives largely listed as inhibitors | hit rate 0.2% among 350,000;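 also: plate controls were vehicle for no effect and no enzyme for full effect; nearly all actives have a fitted effect of over 35% in size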
# BAZ2B inh = qHTS Assay for Inhibitors of BAZ2B; Bromodomain adjacent to zinc finger domain protein 2B (Homo sapiens), Q9UIF8; AlphaScreen BAZ2B-H3K14Ac peptide displacement; Potency, µM (doses to about 114 µM), without a hit: at the top dose activity change, negative = inhibition, actives largely listed as inhibitors; hit rate 4.4% among 360,000; also: % is scaled to controls: 0 for no effect and ±100 for the full control effect; nearly all actives have a fitted effect of over 60% in size
#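 BAZ2B (50 nM) with biotin-H3(5-23)K14Ac peptide (50 nM) in PBS pH 7.4, 0.01% Tween-20, preformed 30 min, then compound 30 min at room temperature; top concentration 110uM. AlphaScreen streptavidin donor/nickel chelate acceptor beads (10 ug/mL final), 20 min dark, signal read.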
# GLS inhibitor = qHTS for Inhibitors of Glutaminase (GLS); Glutaminase kidney isoform, mitochondrial (Homo sapiens), O94925; GLS enzymatic activity, qHTS titration; Potency, µM (doses to about 45.5 µM), for inactives: at the top dose activity change, negative = inhibition, usual class: inhibitors; hit rate 0.21% among 410,000; also: % is scaled to controls: 0 for no effect and ±100 for the full control effect
#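 hKGA in 45 mM KH2PO4 (pH 8.2), 0.02% Tween-20 with compound, then 1mM L-Glutamine (stock as added) plus glutamate oxidase/HRP/Amplex red coupling mix. Fluorescence read initially and after 30 min at RT; signal change reflects glutamate formation.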
# Pol iota inh = qHTS for Inhibitors of Polymerase Iota. DNA polymerase iota (Homo sapiens), Q9UNA4. Pol iota fluorescent replication assay, 10 min. Potency, µM (top dose mostly 115 µM), for inactives: top-dose activity, negative = inhibition, actives largely listed as inhibitors. hit rate 1% among 390,000
# Target sequence (Q9UNA4 whole entry, looked up): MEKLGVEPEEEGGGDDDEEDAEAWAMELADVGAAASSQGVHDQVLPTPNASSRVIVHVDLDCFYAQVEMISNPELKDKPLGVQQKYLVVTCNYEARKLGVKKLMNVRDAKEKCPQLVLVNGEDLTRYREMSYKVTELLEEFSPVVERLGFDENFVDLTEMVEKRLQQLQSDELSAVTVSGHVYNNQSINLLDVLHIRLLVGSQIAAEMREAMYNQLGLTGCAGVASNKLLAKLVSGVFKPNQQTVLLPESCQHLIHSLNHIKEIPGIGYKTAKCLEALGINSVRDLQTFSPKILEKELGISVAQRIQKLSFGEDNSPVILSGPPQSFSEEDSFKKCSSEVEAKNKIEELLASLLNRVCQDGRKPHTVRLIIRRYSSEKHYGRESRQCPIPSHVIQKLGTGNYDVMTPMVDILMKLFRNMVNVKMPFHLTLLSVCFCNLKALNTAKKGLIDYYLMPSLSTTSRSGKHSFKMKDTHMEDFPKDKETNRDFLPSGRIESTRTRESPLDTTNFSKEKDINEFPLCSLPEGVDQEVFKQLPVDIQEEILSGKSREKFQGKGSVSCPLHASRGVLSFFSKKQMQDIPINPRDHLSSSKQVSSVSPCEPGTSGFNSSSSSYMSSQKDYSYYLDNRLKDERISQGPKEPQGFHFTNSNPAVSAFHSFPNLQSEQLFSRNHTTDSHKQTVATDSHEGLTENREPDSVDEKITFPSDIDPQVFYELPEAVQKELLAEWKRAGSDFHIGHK
#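 Pol iota at 10 nM preincubated 15 min with compounds at room temperature; reaction started with fluorescent substrate, 50 nM final. Fluorescence read kinetically at 0 and 10 min; buffer-only wells as negative control.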
# Tb PGK inh = qHTS Assay to Find Inhibitors of Phosphoglycerate Kinase. PGK/GAPDH coupled, Kinase-Glo luminescence, 60 min. Potency, µM (highest dose often 57.5 µM), inactives show at the highest dose activity change, negative = inhibition, usual class: inhibitors. hit rate 0.043% among 380,000. Phosphoglycerate kinase, glycosomal (Trypanosoma brucei brucei), P07378; also: % is scaled to controls: 0 for no effect and ±100 for the full control effect; nearly all actives have a fitted effect of over 60% in size
#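 Recombinant glycosomal PGK reaction used 1,3-bisphosphoglycerate generated in-well by GAPDH (100nM final) in 100mM TEA pH 7.6, 5mM MgCl2, 0.01% Tween-20. After 60 minutes at room temperature, ATP was read by Kinase-Glo Plus luminescence end-point.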
# HP1b chromo inh = HTS for Inhibitors of HP1-beta Chromodomain Interactions with Methylated Histone Tails; hit rate 0.56% among 390,000; AlphaScreen HP1-beta / biotin-H3K9me3 peptide binding; Potency, µM (titrated, usually from 114 µM), inactives show top-dose activity change, negative = inhibition, usual class: inhibitors; Chromobox protein homolog 1 (Homo sapiens), P83916; also: nearly all actives have a fitted effect of over 70% in size; inactives centre near 23
# Target sequence (P83916 whole entry, looked up): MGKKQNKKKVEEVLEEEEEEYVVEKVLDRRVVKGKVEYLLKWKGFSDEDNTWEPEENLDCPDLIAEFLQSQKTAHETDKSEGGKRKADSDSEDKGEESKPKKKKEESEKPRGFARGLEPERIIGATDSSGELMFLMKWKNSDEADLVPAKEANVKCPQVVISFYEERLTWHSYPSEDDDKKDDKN
#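 AlphaScreen: HP1-beta (50 nM) preformed 30 min with biotin-H3(1-18)K9me3 peptide (50 nM) in PBS pH 7.4, 0.01% Tween-20. Compound added for 30 min at RT, then streptavidin donor/nickel chelate acceptor beads (10 ug/mL) for 30 min.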
# G9a inh = qHTS Assay for Inhibitors of Histone Lysine Methyltransferase G9a; Histone-lysine N-methyltransferase EHMT2 (Homo sapiens), Q96KQ7; AID 504332, 2011; G9a H3K9 monomethylation, AlphaScreen, 2 h; Potency, µM (series often up to 102 µM), inactives show at the highest dose activity, negative = inhibition, usual class: inhibitors; hit rate 8.8% among 350,000; also: % is scaled to controls: 0 for no effect and ±100 for the full control effect; nearly all actives have a fitted effect of over 75% in size
#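 Enzyme 20 nM + cpd, 15 min RT; add b-H3K9 pep 500 nM / SAM 20 uM; 2 h RT; anti-H3K9me1 Ab 0.5 ug/mL + SA donor / anti-rabbit acceptor beads 20 ug/mL each, 10 min; AlphaScreen read.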
# JMJD2A Tudor inh = qHTS Assay for Inhibitors of JMJD2A-Tudor Domain; Potency, µM (doses to about 114 µM), inactives show at the highest dose activity change, negative = inhibition, most hits filed as inhibitors; hit rate 4.4% among 390,000; AlphaScreen JMJD2A-Tudor / H3K4me3 peptide binding; Lysine-specific demethylase 4A (Homo sapiens), O75164; also: % is scaled to controls: 0 for no effect and ±100 for the full control effect; nearly all actives have a fitted effect of over 50% in size
# Pin1 inhibitor = qHTS Assay to Find Inhibitors of Pin1; hit rate 0.009% among 390,000; Peptidyl-prolyl cis-trans isomerase NIMA-interacting 1 (Homo sapiens), Q13526; Potency, µM (highest dose often 115 µM), without a hit: at the top dose activity, negative = inhibition, usual class: inhibitors; AID 504891, 2011; Pin1 FP peptide displacement, HiFluor488, 10 min; active = well fitted inhibition curve with a large enough effect in the polarisation, with a control signal flat, not every such curve was filed as active; inconclusive = small, poorly fitted or top-dose-only effect, or effect the other way, or a change in a side signal; inactive = no such curve, though single readings can be large or run the other way; the % refers to the polarisation; also: % is scaled to controls: 0 for no effect and ±100 for the full control effect
# Target sequence (Q13526 whole entry, looked up): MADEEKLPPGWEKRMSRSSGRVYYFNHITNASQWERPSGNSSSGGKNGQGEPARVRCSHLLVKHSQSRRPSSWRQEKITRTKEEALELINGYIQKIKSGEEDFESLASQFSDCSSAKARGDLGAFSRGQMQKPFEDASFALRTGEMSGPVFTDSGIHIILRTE
# Numbers without * were called inactive; i = inactive; ? = inconclusive; nt = no result given; [ ] = another dose, or the depositor's remark. Unless noted, calls follow the shape of the dose curve; as a rule, active = well fitted curve in the direction sought with a large enough effect; inconclusive = small, poorly fitted or top-dose-only effect, or another doubt; inactive = no such curve, though single readings can be large; an effect the other way counts as inactive or inconclusive. Potency is read from the fitted curve at half-maximal effect.
SMILES,BLM helicase inh,BAZ2B inh,GLS inhibitor,Pol iota inh,Tb PGK inh,HP1b chromo inh,G9a inh,JMJD2A Tudor inh,Pin1 inhibitor
CCCn1nnc(NCc2ccc(OCc3cccs3)c(OC)c2)n1,-1.5%,-4.8%,-13.0%,1.1%,1.9%,?,1.4%[59 µM],6.0%,?
COC(=O)c1cn(Cc2c(C)cc(C)cc2C)nn1,2.2%,2.8%,-9.9%,2.0%,i,14.2%,4.1%,-2.1%,0.1%
COCCn1nnnc1CN1CCC(Cc2ccccc2)CC1,1.1%,2.5%,-2.4%,-6.0%,nt,20.9%,-1.5%[59 µM],-11.7%,2.3%
Nc1cc(=O)[nH]c(SCC(=O)NNC(=O)c2ccccc2)n1,nt,-9.0%,-5.0%,10.0%,-2.8%,41.8%[activator],-45.5%,8.3%,-2.6%
Cc1cc(C(=O)N/N=C2\CC(=O)c3ccccc32)c(C)n1-c1ccc(F)cc1,-20.4%,39.8µM*,1.5%,?,1.3%,27.7%,50.1µM*,-4.4%[11.4 µM],?
CC(SC(C)C(=O)NN=Cc1ccc(F)cc1)C(=O)NN=Cc1ccc(F)cc1 (centres undefined),nt,nt,0.6%,25.3%,2.2%,15.2%,nt,-16.6%,0.2%
Cn1ccc2cc(-c3csc(N4CCC(C(N)=O)CC4)n3)ccc21,nt,50.1µM*,6.8%,28.2%,2.6%,50.0%[activator],-25.0%[12.7 µM],-7.1%,-2.6%
COc1ccccc1-n1c(-c2ccc(C)cc2)cn2c3c(=O)n(C)c(=O)n(C)c3nc12,-5.0%,-25.8%,-2.1%,0.1%,6.1%,37.7%,-26.8%[59 µM],-27.4%,?
CCCOc1cccc(C(=O)NC(=S)Nc2ccc(N3CCN(C)CC3)cc2)c1,-2.0%,-12.2%,-0.1%,34.8%[activator],-1.4%,?,-15.7%[59 µM],?,-6.7%
CC(C)C(=O)NC(=S)Nc1ccccc1F,-2.6%,-4.8%,6.0%,4.4%,i,30.7%,11.8%,10.7%,0.9%
COc1ccc(S(=O)(=O)N2CCOCC2)cc1NC(=O)CCNC(=O)c1ccc(Cl)cc1,nt,5.5%,-1.2%,41.2%[activator],7.1%,29.5%,-32.0%,-6.5%,-0.7%
CCCN1CC(O)=C(C#N)C1=O,-3.9%,-14.7%,1.0%,70.5%[activator],-7.6%,54.4%[activator],-40.5%,-20.3%,1.5%
CCOc1ccc(Br)cc1-c1noc(-c2cccs2)n1,-3.0%,3.4%,1.1%,-16.4%,-8.3%,39.5%[activator],5.2%[12.7 µM],1.0%,-0.7%
CCCCNc1nc2ccccc2c2nc(-c3ccccc3)nn12,-5.0%,79.2%[activator],2.5%,25.2%,-9.9%,121.8%[activator],115.9%[activator][59 µM],95.3%[activator],-2.3%
COc1cccc(NS(=O)(=O)c2ccc(-c3coc(C)n3)cc2)c1,-0.4%,-7.6%,11.1%,3.0%,-3.9%,19.5%,6.3%[59 µM],-8.3%,-6.1%
CCCCn1c(=O)c2oc3ccccc3c2n(Cc2cccc(F)c2)c1=O,3.7%,1.7%,5.8%,2.5%,i,44.5%[activator],2.4%[59 µM],1.1%,6.9%
N#Cc1ccccc1NC(=O)C(=O)NCC(c1cccnc1)N1CCc2ccccc2C1 (centres undefined),1.2%,-24.2%,-2.1%,13.6%,-5.4%,14.9%,-35.5%[59 µM],-13.5%,-0.3%
COc1ccc(-n2c(-c3ccccc3)c[n+]3c2CCC3)cc1,2.0%,0.7%,-6.3%,-7.5%[58.9 µM],-6.8%,19.2%,-10.8%[59 µM],-12.6%,-0.5%
CC1CCC(NC(=O)c2ccc3c(c2)N(Cc2ccccc2F)C(=O)c2ccccc2S3(=O)=O)CC1 (centres undefined),-8.0%,-14.8%,-5.5%,1.9%,2.9%,29.9%,-5.4%[59 µM],-20.2%,21.2%
CC1CCCC(C)N1C(=O)CSc1nnc(-c2cccs2)o1 (centres undefined),-1.4%,-3.1%,-1.0%,22.7%,-3.4%,55.3%[activator],2.4%[59 µM],-15.7%,0.3%
S=C(NCCc1ccccc1)Nc1ccc(Br)cc1,-6.8%,-4.7%,8.4%,6.6%,-2.7%,34.3%,43.1%[59 µM],-2.8%,-8.9%
CCOc1ccccc1C(=O)N(C)Cc1cc2ccccc2[nH]c1=O,-1.8%,6.0%,11.3%,13.6%,i,11.4%,-4.6%,-8.6%,-1.7%
Cc1nc2sc(C(c3ccc(C(C)C)cc3)N3CCN(CCO)CC3)c(O)n2n1 (centres undefined),-1.7%,1.2%,1.7%,24.3%,-4.0%,23.3%,?,-30.6%,2.4%
Cc1cccc(C)c1NC(=O)N1C2CCC1CC(O)(c1cccnc1)C2 (centres undefined),-10.8%,-12.9%,0.7%,169.3%[activator],-9.7%,17.2%,7.6%[59 µM],0.0%,-0.7%
COc1ccc(/C=N/OCc2ccccc2C#N)c(OC)c1,-7.5%,60.1%[activator],0.1%,-19.9%,-9.7%,34.5%[activator],30.0%,-4.3%,?
CCN(CC(=O)NCc1ccc2c(c1)OCO2)S(=O)(=O)c1ccc(F)cc1,-4.0%,9.9%,-4.5%,-12.0%,-6.0%,19.1%,22.2%,-7.6%,2.4%
COc1ccc(CNC(=O)C(OC(=O)c2nsc(Cl)c2Cl)C(C)C)cc1 (centres undefined),-5.9%,-21.1%,5.8%,14.6%,-6.7%,28.7%,-14.5%,-9.7%,-2.3%
CC(C)(C)OC(=O)C[C@H]1C/C=C\C[C@H](CC(=O)NCCO)C(=O)N[C@@H](Cc2ccccc2)COC1=O,nt,nt,-3.5%,1.9%,i,38.0%,nt,-7.0%,-3.9%
CCC1(C)Cc2ccccc2-c2nc3n(c(=O)c21)CCS3 (centres undefined),-0.6%,6.2%,-3.6%,11.5%,5.1%,49.3%[activator],22.3%[59 µM],-11.1%,-0.7%
CCN(C[C@H]1N[C@@](C)(C(=O)OC)[C@H]2C(=O)N(C)C(=O)[C@@H]12)C(=O)COC,nt,nt,-1.3%,-8.6%,1.0%,8.6%,nt,-34.8%,3.1%

# Next part (2 carried over from the part before).
SMILES,BLM helicase inh,BAZ2B inh,GLS inhibitor,Pol iota inh,Tb PGK inh,HP1b chromo inh,G9a inh,JMJD2A Tudor inh,Pin1 inhibitor
CCC1(C)Cc2ccccc2-c2nc3n(c(=O)c21)CCS3 (centres undefined),-0.6%,6.2%,-3.6%,11.5%,5.1%,49.3%[activator],22.3%[59 µM],-11.1%,-0.7%
CCN(C[C@H]1N[C@@](C)(C(=O)OC)[C@H]2C(=O)N(C)C(=O)[C@@H]12)C(=O)COC,nt,nt,-1.3%,-8.6%,1.0%,8.6%,nt,-34.8%,3.1%
COc1ccccc1CC(=O)NC(=O)c1ccccc1O,2.8%,4.3%,4.5%,67.8%[activator],2.8%,6.4%,-2.8%,-13.2%,0.9%
CCOc1cccc2cc(-c3nnc(NCc4ccc5c(c4)OCO5)s3)c(=O)oc12,?,6.9%,-2.8%,9.6%,3.2%,22.9%,-6.2%,?,17.5%
COc1ccc(NC(=O)CCNC(=O)c2ccc([N+](=O)[O-])cc2)cc1S(=O)(=O)N1CCOCC1,nt,11.0%,0.4%,-5.5%,i,27.6%,?,-9.7%,2.9%
CSc1ncccc1C(=O)Nc1ccc(OC(F)(F)F)cc1,-3.9%,-0.2%,?,42.2%[activator],-0.5%,20.0%,13.2%,11.2µM*,-17.7%
O=C(c1ccc2c(c1)OCO2)N1CCN(C(=O)c2ccco2)CC1,-3.6%,-4.6%,-2.2%,17.9%,1.3%,27.7%,16.4%,-0.7%,-6.7%
CCOC(=O)C1CCCN(CC(=O)Nc2c(C(=O)OC)[nH]c3ccccc23)C1 (centres undefined),-2.6%,-25.1%,12.7%,29.0%,1.9%,7.7%,-26.1%,-9.5%,4.7%
O=C(O)CC1S/C(=N/N=C/c2ccc(Br)cc2)N(c2ccccc2)C1=O (centres undefined),-3.0%,8.4%,10.8%,81.7%[activator],2.3%,29.3%,6.5%,0.0%[11.4 µM],-2.7%
Cc1ccc2nc(NC(=O)C3CSC4(C)CCC(=O)N34)sc2c1 (centres undefined),nt,-2.4%,2.6%,12.6%,-11.6%,-2.2%,39.8µM*,-26.9%,0.3%
CCOC(=O)c1scc(-c2ccccc2)c1S(=O)(=O)Nc1ccccc1F,-8.3%,7.1%,2.7%,-22.6%,3.4%,-2.8%,?,1.0%,-1.2%
CC(=O)Nc1cccc(NS(=O)(=O)Cc2ccc(Cl)cc2)c1,-4.5%,2.1%,5.0%,8.5%,nt,21.6%,4.8%[2.33 µM],-17.8%,?
Fc1cccc(-c2ncc(-c3ccccc3)o2)c1,nt,nt,-8.9%,-10.5%,-4.1%,88.5%[activator],nt,121.9%[activator],1.5%
Cc1cc(C(=O)OCC(=O)NCCc2ccc(S(N)(=O)=O)cc2)c2ccccc2n1,nt,3.6%,-4.1%,5.9%,-8.4%,47.1%[activator],-6.2%[12.7 µM],7.8%,7.0%
Cn1c(N)c(C(=O)COC(=O)C2CCN(S(=O)(=O)c3cccs3)CC2)c(=O)n(C)c1=O,-2.4%,-4.5%,3.9%,69.3%[activator],-7.3%,-5.2%,2.6%[12.7 µM],-15.4%,-3.2%

# Screening data deposited in PubChem BioAssay by National Center for Advancing Translational Sciences (NCATS).

# Only part of the results is shown; count on the stated rates, not on these rows.
